Source: PubChem
TIM10 inh: growth inhibitors of isogenic TIM10 control yeast, primary screen, counter-screen for tim10-1 yeast inhibitor project, luminescence, uHTS | S. cerevisiae TIM10 strain growth, BacTiter-Glo luminescence, 24 h | inhibition, % at 10 µM | actives 1.4% (n = 330,000);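 active = inhibition of 40% or more at the single tested concentration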;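 note: wild-type TIM10 isogenic control strain grown at permissive 25 °C; 0% = DMSO yeast wells and 100% = minimal medium wells without yeast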
tim23-1 inh: growth inhibitors of tim23-1 mutant yeast, primary screen, luminescence, uHTS. S. cerevisiae tim23-1 growth, BacTiter-Glo luminescence, 24 h. inhibition, % at 20 µM. actives 1.3% (n = 330,000). AID 463212, 2010;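 active = growth inhibition of the mutant yeast at or above 50%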;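 note: temperature-sensitive mutant grown at 25 °C; plate controls were DMSO-treated mutant yeast for no effect and medium wells lacking yeast for full effect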
tim10-1 inh: growth inhibitors of tim10-1 mutant yeast, primary screen, luminescence, uHTS; AID 463190, 2010; S. cerevisiae tim10-1 ts strain growth, BacTiter-Glo, 24 h; inhibition, % at 20 µM; actives 2.2% (n = 330,000);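 active = inhibition of at least 40%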;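 note: mutant grown at 25 °C; 0% = DMSO wells with yeast and 100% = wells holding no yeast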
XBP1 UPR activ: activators of adaptive XBP1 UPR arm, primary screen, cell-based, CHO-XBP1 luciferase reporter, luminescence, uHTS; AID 463104, 2010; actives 0.33% (n = 330,000); activation, % at 20 µM; IRE1-XBP1 UPR activation; percent of tunicamycin response, DMSO as zero;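 active = versus positive control, 20 µM dose yields 30% or more activation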;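 note: 100% = tunicamycin at 10 µg/mL and 0% = DMSO only wells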
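Test system: CHO-XBP1 luciferase reporter cells | Buffer or medium: Serum-containing F12 medium, 10% FBS | Schedule: 6 h compound exposure at 37 °C, 5% CO2 | Detection: Steady-Glo luciferase glow luminescence, 10 min after reagent addition | Read-out basis: Activation, % of tunicamycin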
Mdm2-MdmX inh: inhibitors of human Mdm2-MdmX association, primary screen, cell-based, luminescence, split luciferase, SaOS-2, uHTS. actives 3% (n = 330,000). SaOS-2 split-luciferase Mdm2/MdmX complementation. inhibition, % at 8 µM. Protein Mdm4 (Homo sapiens) + E3 ubiquitin-protein ligase Mdm2 (Homo sapiens), …;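 active = inhibition of at least 50% at 8 µM in the primary screen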
Target sequence (O15151 whole entry, looked up): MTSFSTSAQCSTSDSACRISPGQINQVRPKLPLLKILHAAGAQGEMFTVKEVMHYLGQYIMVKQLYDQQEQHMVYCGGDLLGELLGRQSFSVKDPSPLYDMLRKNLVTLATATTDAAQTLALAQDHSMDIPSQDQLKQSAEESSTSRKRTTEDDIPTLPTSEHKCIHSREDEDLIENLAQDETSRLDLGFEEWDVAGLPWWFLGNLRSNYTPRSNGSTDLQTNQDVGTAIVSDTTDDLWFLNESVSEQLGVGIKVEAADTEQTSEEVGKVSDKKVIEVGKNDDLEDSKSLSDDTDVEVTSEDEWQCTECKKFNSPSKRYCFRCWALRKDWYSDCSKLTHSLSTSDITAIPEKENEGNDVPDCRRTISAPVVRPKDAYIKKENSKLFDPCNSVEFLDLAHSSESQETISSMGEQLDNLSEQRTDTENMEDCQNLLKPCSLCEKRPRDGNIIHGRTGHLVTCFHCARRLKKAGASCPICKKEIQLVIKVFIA
Target sequence (Q00987 whole entry, looked up): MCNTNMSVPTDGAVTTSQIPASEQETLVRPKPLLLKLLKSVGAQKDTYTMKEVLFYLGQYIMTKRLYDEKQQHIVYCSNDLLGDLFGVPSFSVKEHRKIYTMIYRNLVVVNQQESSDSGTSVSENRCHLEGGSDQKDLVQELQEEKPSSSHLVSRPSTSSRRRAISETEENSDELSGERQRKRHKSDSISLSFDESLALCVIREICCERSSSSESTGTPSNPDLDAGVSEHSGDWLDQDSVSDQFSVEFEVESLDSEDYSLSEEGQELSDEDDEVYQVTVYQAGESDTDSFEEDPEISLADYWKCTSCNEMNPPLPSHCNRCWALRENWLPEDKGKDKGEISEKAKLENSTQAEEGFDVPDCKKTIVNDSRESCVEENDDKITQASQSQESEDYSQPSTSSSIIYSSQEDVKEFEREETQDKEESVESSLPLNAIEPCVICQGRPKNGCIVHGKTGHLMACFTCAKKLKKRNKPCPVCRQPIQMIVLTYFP
697 NFkB inh: inhibitors of PMA/ionomycin-induced NF-kB reporter, 697 cells, primary screen, B-cell NF-kB inhibitor project, cell-based, luminescence, uHTS; 697 B-cell NF-kB luciferase reporter, 16 h; inhibition, % at 4 µM; actives 0.33% (n = 330,000); AID 435022, 2010; in the data active = inhibition above about 35%
UPR CHOP act: activators of apoptotic CHOP UPR arm, primary screen, cell-based, CHO-CHOP luciferase reporter, luminescence, uHTS | activation, % at 10 µM | AID 449763, 2010 | actives 0.34% (n = 330,000) | UPR activation; percent of tunicamycin response over DMSO baseline;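 active = at 10 µM dose, activation of 40% or more, normalized to positive control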;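 note: 100% = tunicamycin at 10 µg/mL and 0% = DMSO alone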
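System: CHO CHOP reporter cells. Amount: 500 cells per well. Buffer or medium: F12 medium, 10% FBS. Compound dosing: one dose, 10 µM in 0.5% DMSO. Incubation: 6 h compound exposure at 37 °C after overnight seeding. Technique: Steady-Glo luciferase luminescence. Benchmarks: tunicamycin and DMSO controls.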
Jurkat NFkB inh: inhibitors of induced NF-kB luciferase reporter, primary screen, TCR NF-kB activation inhibitor project, cell-based, luminescence, uHTS. inhibition, % at 4 µM. Jurkat, PMA/ionomycin-induced NF-kB luciferase reporter. actives 0.53% (n = 330,000); in the data active = inhibition above about 50%
* hit, by the source's call.

cpd	Compound	TIM10 inh	tim23-1 inh	tim10-1 inh	XBP1 UPR activ
1	CNC(=O)c1cccc2cccc(Sc3ccccc3C(=O)O)c12	-19	9	7	2
2	Cc1cccc(OCC(=O)Nc2ccc3nc(C)sc3c2)c1	-47	-8	-146	10
3	O=S(=O)(NCCSc1ccccn1)c1ccc(Cl)cc1	13	23	10	-1
4	N#Cc1ccsc1NC(=O)CN(Cc1ccccc1)Cc1ccccc1	-8	12	20	-2
5	O=C(CSc1nc(-c2ccc(F)cc2)cs1)N1CCN(C(=O)c2ccco2)CC1	19	34	23	-2
6	CCOC(=O)c1c(NC(=O)CSc2nnc(-c3c[nH]c4ccccc34)n2CC)sc2c1CCCC2	10	17	14	-5
7	CCOc1ccc(-n2cc(C(=O)Nc3cccc(Cl)c3)c3cc(OC)c(OC)cc3c2=O)cc1	14	2	15	-2
8	CCN(CC)CCOC(=O)c1ccc(NC(=O)COc2cc(=O)n(CC)c3ccccc23)cc1	-5	6	1	3
9	CCCCOc1ccc(C(=O)Oc2cccnc2)cc1	10	19	11	2
10	CC1=NN(c2ccccc2)C(=O)C1N=Nc1ccc(C)cc1 (stereo not drawn)	-2	-3	15	3
11	COc1cccc(NC(=O)C(C)Sc2nnc(C3CC3)n2C2CC2)c1 (stereo not drawn)	6	19	17	-1
12	CCC(C)(C(=O)NC1CCCC1)N(CC1CCCO1)C(=O)c1ccc2c(c1)OCO2 (stereo not drawn)	-8	11	3	0

cpd	Mdm2-MdmX inh	697 NFkB inh	UPR CHOP act	Jurkat NFkB inh
1	27	8	-2.4	-22
2	2	0	2.3	-11
3	6	-5	1.7	-12
4	0	-14	1.3	-10
5	-21	9	0.7	-1
6	27	-12	0.0	7
7	38	7	2.2	-1
8	27	39*	-0.8	5
9	6	15	5.1	-2
10	-24	13	-1.8	4
11	1	11	1.7	8
12	5	18	-2.0	-8

Continued.
cpd	Compound	TIM10 inh	tim23-1 inh	tim10-1 inh	XBP1 UPR activ
13	COCCCn1c(SCC(=O)N2CCCCC2C)nnc1-c1ccco1 (stereo not drawn)	-20	-5	12	-3
14	CN(C)S(=O)(=O)c1ccc(C(=O)N2CC(=O)Nc3ccc(F)cc3C2c2ccc(F)cc2)cc1 (stereo not drawn)	4	17	23	-2
15	O=C(Cc1ccccc1)Nc1ccccc1C(=O)Nc1ccccc1	24	42	27	-1
16	O=C(CN(Cc1ccccc1Cl)C(=O)CNS(=O)(=O)c1ccc(F)cc1)NCC1CCCO1 (stereo not drawn)	13	-1	-9	2
17	COc1ccc(S(=O)(=O)NCC2CCCO2)cc1NC(=O)c1ccccc1F (stereo not drawn)	-16	7	-5	2
18	CC(Oc1ccccc1C(N)=O)C(=O)Nc1ccc(S(=O)(=O)N2CCCC2)cc1 (stereo not drawn)	1	8	1	-2
19	CCOC(=O)C(N)CSC1CC(=O)N(c2ccc(C(=O)OC)cc2)C1=O (stereo not drawn)	4	17	13	-1
20	COc1cc(C(C)=O)ccc1OCc1nnc(-c2ccccc2Br)o1	6	13	6	12
21	COC(=O)CSC1=C(C#N)C(c2ccc(Cl)cc2)C(C(=O)OC)C(=O)N1 (stereo not drawn)	-27	-3	-5	-1
22	COC(=O)c1cc(OC)c(OC)cc1NC(=O)CCc1ccc(C)o1	8	2	14	1
23	O=C(O)Cc1sc(Nc2ccccc2)nc1-c1cccs1	10	27	25	2
24	CC(=O)OC1CCC2(C)C(CCC3C2CC(OC(C)=O)C2(C)C3C[C@@H]3O[C@]4(CC[C@@H](C)CO4)[C@@H](C)C32)C1 (stereo partly drawn)	-3	-4	2	-2

cpd	Mdm2-MdmX inh	697 NFkB inh	UPR CHOP act	Jurkat NFkB inh
13	2	11	-1.0	3
14	-13	8	1.1	-11
15	8	2	1.4	0
16	5	-1	2.0	10
17	14	7	1.4	11
18	3	9	3.2	23
19	-7	7	-0.6	10
20	-16	-16	4.8	15
21	29	14	-0.6	12
22	-14	13	-0.2	9
23	-46	-71	8.0	-75
24	0	-1	-0.5	-9

Part of the list above in a different format:
| nr | SMILES | TIM10 inh | tim23-1 inh | tim10-1 inh | XBP1 UPR activ | Mdm2-MdmX inh | 697 NFkB inh | UPR CHOP act | Jurkat NFkB inh |
| --- | --- | --- | --- | --- | --- | --- | --- | --- | --- |
| 11 | COc1cccc(NC(=O)C(C)Sc2nnc(C3CC3)n2C2CC2)c1 (stereo not drawn) | 6 | 19 | 17 | -1 | 1 | 11 | 1.7 | 8 |
| 12 | CCC(C)(C(=O)NC1CCCC1)N(CC1CCCO1)C(=O)c1ccc2c(c1)OCO2 (stereo not drawn) | -8 | 11 | 3 | 0 | 5 | 18 | -2.0 | -8 |
| 13 | COCCCn1c(SCC(=O)N2CCCCC2C)nnc1-c1ccco1 (stereo not drawn) | -20 | -5 | 12 | -3 | 2 | 11 | -1.0 | 3 |
| 14 | CN(C)S(=O)(=O)c1ccc(C(=O)N2CC(=O)Nc3ccc(F)cc3C2c2ccc(F)cc2)cc1 (stereo not drawn) | 4 | 17 | 23 | -2 | -13 | 8 | 1.1 | -11 |
| 15 | O=C(Cc1ccccc1)Nc1ccccc1C(=O)Nc1ccccc1 | 24 | 42 | 27 | -1 | 8 | 2 | 1.4 | 0 |
| 16 | O=C(CN(Cc1ccccc1Cl)C(=O)CNS(=O)(=O)c1ccc(F)cc1)NCC1CCCO1 (stereo not drawn) | 13 | -1 | -9 | 2 | 5 | -1 | 2.0 | 10 |
| 17 | COc1ccc(S(=O)(=O)NCC2CCCO2)cc1NC(=O)c1ccccc1F (stereo not drawn) | -16 | 7 | -5 | 2 | 14 | 7 | 1.4 | 11 |
| 18 | CC(Oc1ccccc1C(N)=O)C(=O)Nc1ccc(S(=O)(=O)N2CCCC2)cc1 (stereo not drawn) | 1 | 8 | 1 | -2 | 3 | 9 | 3.2 | 23 |
| 19 | CCOC(=O)C(N)CSC1CC(=O)N(c2ccc(C(=O)OC)cc2)C1=O (stereo not drawn) | 4 | 17 | 13 | -1 | -7 | 7 | -0.6 | 10 |
| 20 | COc1cc(C(C)=O)ccc1OCc1nnc(-c2ccccc2Br)o1 | 6 | 13 | 6 | 12 | -16 | -16 | 4.8 | 15 |
| 21 | COC(=O)CSC1=C(C#N)C(c2ccc(Cl)cc2)C(C(=O)OC)C(=O)N1 (stereo not drawn) | -27 | -3 | -5 | -1 | 29 | 14 | -0.6 | 12 |
| 22 | COC(=O)c1cc(OC)c(OC)cc1NC(=O)CCc1ccc(C)o1 | 8 | 2 | 14 | 1 | -14 | 13 | -0.2 | 9 |
| 23 | O=C(O)Cc1sc(Nc2ccccc2)nc1-c1cccs1 | 10 | 27 | 25 | 2 | -46 | -71 | 8.0 | -75 |
| 24 | CC(=O)OC1CCC2(C)C(CCC3C2CC(OC(C)=O)C2(C)C3C[C@@H]3O[C@]4(CC[C@@H](C)CO4)[C@@H](C)C32)C1 (stereo partly drawn) | -3 | -4 | 2 | -2 | 0 | -1 | -0.5 | -9 |

(continued)
cpd	Compound	TIM10 inh	tim23-1 inh	tim10-1 inh	XBP1 UPR activ
25	O=C(CCN1CCN(C(=O)c2ccco2)CC1)Nc1ccc(F)cc1	-4	-3	11	0
26	Cc1nnc(NC(=O)C2CCCN(S(=O)(=O)Cc3ccccc3)C2)s1 (stereo not drawn)	-1	10	15	0
27	Cc1nc2oc3c(NCc4ccccc4)ncnc3c2c2c1COC(C)(C)C2	41*	40	37	4
28	COC(=O)CN(C#N)c1nc(C)cc(C)n1	1	-4	14	-1
29	CCOc1ccc(/C=N/NC(=O)CN2CCSCC2)cc1	0	7	1	-4
30	O=C(c1ccccc1NS(=O)(=O)c1ccccc1[N+](=O)[O-])N1CCCC1	0	2	10	-4
31	O=Cc1cn(-c2ccccc2)nc1-c1ccccc1	58*	68*	40	1
32	COC(=O)c1ccccc1NC(=O)CSc1ccccn1	2	10	15	-1
33	O=C(CCN1C(=O)c2ccccc2C1=O)Nc1ccc(-c2nc3ccccc3o2)cc1	-30	-3	-1	1
34	Cc1csc(NC(=O)c2c(-c3c(Cl)cccc3Cl)noc2C)n1	-9	-16	-10	-3
35	COc1ccc(CCNC(=O)C2CCCN(Cc3nc(-c4ccccc4C)oc3C)C2)cc1OC (stereo not drawn)	11	21	16	2
36	Cc1ccc(N2CC(C(=O)Nc3ccccn3)CC2=O)cc1 (stereo not drawn)	9	15	9	0

cpd	Mdm2-MdmX inh	697 NFkB inh	UPR CHOP act	Jurkat NFkB inh
25	-18	3	-0.8	5
26	-1	13	3.4	12
27	11	14	-0.9	-2
28	3	12	2.7	-6
29	-27	18	-2.2	-11
30	9	-3	-0.2	-6
31	17	-5	6.1	-22
32	-33	-9	0.7	-3
33	-17	-123	-1.9	-85
34	11	-6	-1.6	6
35	11	5	0.0	-4
36	16	20	-1.0	5

(continued)
cpd	Compound	TIM10 inh	tim23-1 inh	tim10-1 inh	XBP1 UPR activ
37	CN(C(=O)c1cncc(Br)c1)c1c(N)n(Cc2ccccc2)c(=O)[nH]c1=O	-4	0	-6	-1
38	Cc1cc(C(=O)NC2CC(C)(C)Cc3c2cnn3-c2cccc(F)c2)n(C)n1 (stereo not drawn)	13	22	31	-2
39	CN1c2ccccc2C(=O)/C(=C\Nc2ccc(F)cc2F)S1(=O)=O	-7	6	-1	3
40	CC(=O)N/C(=C/c1ccccc1)c1ccccc1	7	9	1	0
41	Cc1cc(C(=O)NC2CCCCC2)on1	-19	9	-10	-3
42	Cc1ccccc1-n1c(SCC(=O)c2cc(C)n(C)c2C)nnc1-c1cccnc1	5	16	23	-3
43	Cc1cc(-c2ccco2)c(C#N)c2nc3ccccc3n12	32	38	-1	5
44	Cc1ccc(-c2nnc(Nc3ccccc3)c3ccccc23)cc1S(=O)(=O)NCC1CCCO1 (stereo not drawn)	8	11	15	-1
45	CC(C(=O)N1CCC(C(N)=O)CC1)N(c1ccc(Oc2ccccc2)cc1)S(C)(=O)=O (stereo not drawn)	6	5	2	-3
46	COc1ccc(C2(CNC(=O)CCC(=O)O)CCCC2)cc1	9	1	0	0
47	COc1ccc(-c2ccc3c(c2)S(=O)(=O)c2cccc(C(=O)NCc4ccccc4Cl)c2C3=O)cc1OC	-2	-15	-8	-3
48	O=C(Nc1ccccc1N1CCCCC1)c1cccc([N+](=O)[O-])c1	1	2	28	2
49	CCc1cccc(N(CC(=O)NCc2ccc(F)cc2)C(=O)c2csnn2)c1	29	10	20	-3
50	CCOC(=O)c1nn(-c2sc(C(=O)OC)c(C)c2C(=O)OC)cc1O	24	20	29	-3
51	CC(=C\c1ccccc1)/C=C1/SC(=S)N(CCC(=O)O)C1=O	-5	17	11	-6

cpd	Mdm2-MdmX inh	697 NFkB inh	UPR CHOP act	Jurkat NFkB inh
37	13	18	0.5	1
38	23	-6	3.3	11
39	17	15	1.1	6
40	2	9	-0.9	-1
41	14	10	-0.8	2
42	-2	9	-0.4	13
43	-3	-22	4.1	-6
44	36	-9	3.5	2
45	2	-4	0.2	8
46	-11	-4	1.7	5
47	22	10	-2.1	-5
48	-3	4	1.1	7
49	6	19	-1.8	0
50	-5	1	-0.7	10
51	-8	9	-3.3	1
